SRC3 TRFRET art: TR-FRET detection interference compounds, artefact control for PPARgamma SRC-3 recruitment agonists, biochemical, TR-FRET ratio; TR-FRET artefact counter-screen, PPARgamma/SRC-3 format; hits give high values; 0.39% of 99,000 active; AID 1048, 2008; TR-FRET ratio at 8 µM; in the data active = TR-FRET ratio above about 2000; also: inactives centre near 1600
SRC1 TRFRET art: TR-FRET detection interference compounds, primary screen, artefact control for PPARgamma SRC-1 recruitment agonists, biochemical, TR-FRET emission ratio. TR-FRET ratio at 8 µM. AID 1051, 2008. 0.34% of 99,000 active. TR-FRET detection artefact counter-screen; hits give high values; in the data active = TR-FRET ratio above about 2300; also: inactives centre near 1800
Starred values were filed as active, the others as inactive. The order is random (roughly 0.65% active in at least one column).

mol,SRC1 TRFRET art,SRC3 TRFRET art
CC(=O)COc1cc(C)cc2oc(=O)cc(-c3ccccc3)c12,1798,1515
CCOc1cc(Cl)c(NC(=O)CC)cc1OCC,1986,1494
COc1ccccc1OCCCOc1ccc(C)cc1Br,1693,1522
Cn1c(CC(=O)Nc2ccc(F)cc2)c(Sc2ccccc2)c2ccccc21,1984,1903
COCC1CCCN(Cc2nc(-c3ccc4c(c3)OCO4)no2)C1 (stereo unspecified),2189,1585
C#CC(=O)N(c1ccc(OC)cc1OC)C(C(=O)NC1CCCC1)c1cccs1 (stereo unspecified),1510,1412
C=CCN1C(=O)C(CC(=O)O)SC1=Nc1ccc(C)cc1 (stereo unspecified),1435,1361
COc1cccc(C(=O)c2ncc(C(F)(F)F)cc2Cl)c1,1859,1511
CCCC(=O)NC(=S)Nc1cccc(-c2nc3ncccc3o2)c1,1545,1773
Oc1ccccc1/C=N/Nc1ncc(Br)cn1,1735,1478
CC(C)COc1ccc(N)cc1OCC(C)C,1711,1678
CNC(=S)NNC(=O)c1ccccc1Br,1737,1291
COC(=O)c1c(NC(NC(=O)CC(C)C)C(Cl)(Cl)Cl)sc2c1CCC2 (stereo unspecified),1800,1599
COC(=O)CCCNC(=O)c1ccccn1,1650,1620
COc1ccccc1N(CC(O)Cn1ccnc1C)S(=O)(=O)c1ccc(C)cc1 (stereo unspecified),1924,1551

Carrying on:
mol,SRC1 TRFRET art,SRC3 TRFRET art
NC(=O)CSc1nc(-c2ccccc2)nc2c1CCCC2,1764,1614
CCOC(=O)c1ccc(NC(=O)NCCN2CCCCC2)cc1,1859,1576
O=C(NCc1cccnc1)c1cnc2sccn2c1=O,1864,1581
CCN1CCCn2c1nc1c2c(=O)n(C)c(=O)n1C,1540,1473
CC(=O)OC[C@H]1COc2ccc3ccccc3c2[C@H]1N(C)C(C)=O,1915,1502
Cn1c(=O)[nH]c(=O)c2c1nc(NCCCO)n2CCOc1ccccc1,1701,1503
COc1ccccc1-c1nnc(N)s1,1818,1611
O=C(NN=C1CCCCCC1)C(=O)Nc1cccc(Br)c1,1644,1735
CCN=c1scc(C)n1/N=C/c1cc(Br)c(O)c(Br)c1,1562,1517
Cc1nn(C)c(C(=O)NNC(=O)Nc2cccc(C(F)(F)F)c2)c1Cl,1612,1683
COc1ccc(COC(=O)Nc2c(SC)nsc2SC)cc1,1541,1514
Cc1cc(-n2[nH]c(C)c(C)c2=O)nc(-c2ccccc2O)n1,1878,1607
CNC(=S)N/N=C/c1cn(Cc2c(F)cccc2Cl)c2ccccc12,1879,1607
Cc1ccc(-n2nnc3c(=O)n(Cc4ccccn4)cnc32)cc1C,1942,1574
CCOC(=O)C1(CCc2ccccc2)CCN(C(=O)CCc2cnn(C)c2)CC1,1789,1743

(more compounds)
mol,SRC1 TRFRET art,SRC3 TRFRET art
Cc1cnc(C(=O)N2CCCC(C(=O)c3ccc(C(F)(F)F)cc3)C2)cn1 (stereo unspecified),1728,1609
NS(=O)(=O)c1ccc(CCN=Cc2ccccc2O)cc1,1804,1685
CCN(CC)c1ccc(/C=N/NS(=O)(=O)c2cccc([N+](=O)[O-])c2)cc1,2047,1880
O=C(Cc1ccc([N+](=O)[O-])cc1)N1CCCc2ccccc21,1810,1773
CCc1cc(OCCOCCN(C)C)ccc1Cl,1848,1534
CCc1ccc2[nH]c(=O)c(CN(Cc3nnnn3C3CCCC3)C3CCCCC3)cc2c1,1717,1530
O=[N+]([O-])c1ccc(N2CCNCC2)cc1Sc1nc2ccccc2[nH]1,1572,1563
Cc1cc(CNC(=O)Cn2nc(C)c([N+](=O)[O-])c2C)c2ccccc2n1,1751,1614
Nc1cnn(C2OC(CO)C(O)C2O)c(=O)n1 (stereo unspecified),1830,1557
N/C(=N\OC(=O)C12CC3CC(CC(C3)C1)C2)c1ccccn1,1669,1812
Cc1cccc(NC(=O)CSc2nc3[nH]ncc3c(=O)[nH]2)c1C,2037,1585
Cc1ccc(C)c(NC(=O)CN(C)C(=O)[C@@H](NC(N)=O)C(C)C)c1,1654,1589
CCC(C)NC(=O)COC(=O)Cc1sc(N)nc1-c1ccc(C)cc1 (stereo unspecified),2143,1595
CN(C)/C=C1\C(=O)NN=C1c1ccccc1,1904,1698
CC(C)CNC(=O)CN1C(=O)NC(Cc2c[nH]c3ccccc23)C1=O (stereo unspecified),1760,1355

(next part)
mol,SRC1 TRFRET art,SRC3 TRFRET art
Cc1noc(NC(=O)c2ccc(Cl)cc2)c1Cl,1815,1520
C/C(N)=C(/C#N)C(=O)CSc1cc(C)c2cc(C)cc(C)c2n1,1914,1618
COCCSc1nnc(NC(=O)C2CCCO2)s1 (stereo unspecified),1769,1554
Nc1cc(S(=O)(=O)N2CCOCC2)ccc1Oc1ccc(F)cc1,2060,1781
C/C(=N\NC(=O)CSc1nc2ccccc2c(=O)n1-c1ccccc1C)c1cccs1,1675,1536
Cn1cccc1/C=C1\SC(=O)N(CC(=O)Nc2ccc(F)cc2)C1=O,1856,1648
O=C(Nc1ccc(Cl)cc1)Nc1nnc(Cc2ccc([N+](=O)[O-])cc2)s1,1455,1542
COc1cccc(CC2CC(=O)N(c3ccc4c(C)cc(=O)oc4c3)C2=O)c1 (stereo unspecified),1946,1667
Cc1oc(-c2cccs2)nc1CN1CCN(C2CCCC2)C(CCO)C1 (stereo unspecified),1365,1478
CCOC(=O)c1c(NC(=O)CN2C(=O)c3ccccc3C2=O)sc(Cc2ccc3c(c2)OCO3)c1C,1737,1606
O=C(COC(=O)CNC(=O)c1ccco1)Nc1ccc(F)cc1,1564,1611
CC1=CC(c2ccccc2)NC(=S)N1 (stereo unspecified),1949,1730
COCCNC(=O)c1ccc(NC(=O)C2(c3ccccc3)CCCC2)cc1,1848,1415
COc1ccc(-c2[nH]ncc2CN(C)Cc2c(C)n[nH]c2C)c(OC)c1,1621,1404
CC1CCC/C(=N\NC(=O)Nc2ccccc2)C1 (stereo unspecified),1664,1524

Following part
mol,SRC1 TRFRET art,SRC3 TRFRET art
CCOc1ccc(Oc2ccc(C(F)(F)F)cc2N)cc1,1714,1625
O=C(COC(=O)c1ccc(S(=O)(=O)N2CCCC2)cc1)Nc1cccnc1Cl,1988,1650
COc1cc2[nH]c(=S)nc(NCc3cccs3)c2cc1OC,1714,1681
CC(=O)Nc1ccc(OC(=O)c2cc3cc(Br)ccc3oc2=O)cc1,1731,1560
COc1ccc(NC(=O)C(NC(=O)Cc2cccs2)c2ccccc2)cc1 (stereo unspecified),1788,1603
CC(=O)/C=C(\C)Nc1c(C)n(C)n(-c2ccccc2)c1=O,1499,1527
Cc1ccc(C)c(-n2c(-c3csc(C)c3C)n[nH]c2=S)c1,1889,1587
Cc1cc(OCc2cccc(Cl)c2)c(C)cc1CN1CCOCC1,1777,1742
COc1ccc(-c2[nH]ncc2CN(C)C(C)c2ccon2)cc1F (stereo unspecified),1875,1536
O=C(CN1CCN(S(=O)(=O)c2ccccc2[N+](=O)[O-])CC1)NC(=O)NCc1ccco1,1900,1500
CC(=O)N1CCCN(Cc2nc(C3(c4ccc(C)cc4)CCCC3)no2)CC1,1709,1319
Cc1ccccc1OCC(=O)Nc1nc2ccccc2[nH]1,1873,1289
Cn1cc(CN2CCN(c3ccc(Cl)cn3)CC2)c(-c2ccccc2F)n1,1717,1470
COC(=O)c1ccccc1NC(=O)CNC(=O)c1ccc(OC)cc1,1665,1471
N#C/C(=C/c1cn(-c2ccccc2)nc1-c1cccc(S(=O)(=O)N2CCCC2)c1)C(=O)NCc1ccco1,1793,1498

3 consecutive records out of the list so far, for reference:
mol,SRC1 TRFRET art,SRC3 TRFRET art
Cn1cc(CN2CCN(c3ccc(Cl)cn3)CC2)c(-c2ccccc2F)n1,1717,1470
COC(=O)c1ccccc1NC(=O)CNC(=O)c1ccc(OC)cc1,1665,1471
N#C/C(=C/c1cn(-c2ccccc2)nc1-c1cccc(S(=O)(=O)N2CCCC2)c1)C(=O)NCc1ccco1,1793,1498

The results go on.
mol,SRC1 TRFRET art,SRC3 TRFRET art
CC1CCN(c2c(NCc3ccc(C(=O)NCCc4ccc(Cl)cc4)cc3)c(=O)c2=O)CC1,1850,1602
O=C(NCc1ccccc1)C1=C[C@@H](c2csc3ccccc23)C[C@@H](OCCCCO)O1,1753,1684
O=C1CCC([N+](=O)[O-])C(c2ccc(Br)cc2)N1 (stereo unspecified),1958,1818
O=[N+]([O-])c1ccccc1Oc1cnc2ccccc2n1,1892,1669
CCOC(=O)c1c(NC(=O)Cn2nc(C(F)(F)F)cc2C)sc(C)c1C,2071,1584
FC(F)(F)c1cccc(N2CCN(Cc3cccnc3)CC2)c1,1767,1612
Cc1ccsc1/C=C1\SC(N2CC(C)OC(C)C2)=NC1=O (stereo unspecified),1838,1652
Cn1cc(Cl)c(C(=O)NC(=S)Nc2sc3c(c2C#N)CCCCC3)n1,1556,1427
Cc1nn(CC(=O)N2CCN(C)CC2)c(=O)c2ccccc12,1964,1610
Cc1c(Cl)cccc1NC(=O)Nc1ccc(C(N)=O)cc1,1925,1529
C=CCNC(=O)CSc1cc([N+](=O)[O-])cc(S(=O)(=O)Cc2ccccc2)c1,1639,1638
O=C(O)CCN1C(=O)c2ccc(NC(=O)c3ccco3)cc2C1=O,2024,1601
O=C(C(Sc1ccccc1)c1ccccc1)N1CCOCC1 (stereo unspecified),1670,1822
CN(C(=O)c1ccc(OC2CCN(CCc3ccccc3)CC2)cc1)C1CCOC1 (stereo unspecified),1844,1640
CN(C(=O)CC1C(=O)NCCN1Cc1ccoc1)C1CCOCC1 (stereo unspecified),1644,1735

The listing continues:
mol,SRC1 TRFRET art,SRC3 TRFRET art
CCCNC(=O)c1ccc2c(c1)ncn2-c1cc(C)cc(C)c1,1755,1491
O=C(Nc1ccc(-c2cn3ccccc3n2)cc1)c1ccco1,1859,1610
Cn1nc(C(=O)OCc2ccc(F)cc2)c2ccccc2c1=O,1770,1561
O=S(=O)(Cc1ccccc1)NCC1CCCN(Cc2ccc(F)c(F)c2)C1 (stereo unspecified),1546,1380
O=c1[nH]c2ccc(S(=O)(=O)NCc3ccccn3)cc2s1,1687,1692
Cc1ccc(OCC(=O)c2cc(C)n(-c3ccccc3)c2C)c([N+](=O)[O-])n1,1573,1528
O=C(COc1ccc([N+](=O)[O-])cc1)Nc1cc(C(=O)O)cc(C(=O)O)c1,1561,1570
COC(=O)c1ccc(NC(=O)CSC2=NC(=O)C(c3ccccc3)C(=O)N2)cc1 (stereo unspecified),1760,1531
FC(F)(F)COc1ccc(-n2ccnc2)nn1,1919,1626
O=C(NCc1ccco1)C(c1ccccc1)N(C(=O)Cc1cccs1)c1cccnc1 (stereo unspecified),1757,1648
Cc1ccc(C(=O)N2CCN(c3ccc(NC(=S)NC(=O)c4cccs4)cc3)CC2)cc1,2030,1823
Cc1c(Cl)c(=O)oc2cc(OCC(=O)NCc3cccs3)ccc12,1806,1565
Cc1c(N=C2N=C(NC(=O)c3cccs3)c3ccccc32)c(=O)n(-c2ccccc2)n1C,1824,1431
CN1CCS/C1=C/C=C1/SC(=S)N(Cc2ccccc2)C1=O,2101,1450
COc1cc(/C=C2\SC(=Nc3ccc(F)cc3)N(c3ccc(F)cc3)C2=O)ccc1OCC(=O)O,2108,1590

Among those listed so far, 7 have bromine:
mol,SRC1 TRFRET art,SRC3 TRFRET art
COc1ccccc1OCCCOc1ccc(C)cc1Br,1693,1522
Oc1ccccc1/C=N/Nc1ncc(Br)cn1,1735,1478
CNC(=S)NNC(=O)c1ccccc1Br,1737,1291
O=C(NN=C1CCCCCC1)C(=O)Nc1cccc(Br)c1,1644,1735
CCN=c1scc(C)n1/N=C/c1cc(Br)c(O)c(Br)c1,1562,1517
CC(=O)Nc1ccc(OC(=O)c2cc3cc(Br)ccc3oc2=O)cc1,1731,1560
O=C1CCC([N+](=O)[O-])C(c2ccc(Br)cc2)N1 (stereo unspecified),1958,1818

(cont.)
mol,SRC1 TRFRET art,SRC3 TRFRET art
CCOC(=O)CNC(=O)CSc1cc(C)nc2ccc(OC)cc12,2005,1536
CC1CCCN(CCCNC(=O)c2cc3c(Cl)nc4ccccc4c3s2)C1 (stereo unspecified),1708,1630
COc1ccc(S(=O)(=O)N2CCSC2c2ccc(OC)c(OC)c2)cc1 (stereo unspecified),1877,1451
OC(COc1ccccc1)CN1CCN(Cc2ccc3c(c2)OCO3)CC1 (stereo unspecified),1779,1524
COc1ccc(-c2nnc(SCC(=O)N(C)C3CCS(=O)(=O)C3)n2N)cc1OC (stereo unspecified),1719,1415
O=S(=O)(NCC(Nc1ccc(Cl)cc1)c1ccccc1)c1ccccc1 (stereo unspecified),1868,1494
Cc1[nH]c2ccccc2c1/C=N/NC(=O)c1cccc(S(=O)(=O)Nc2ccccc2Cl)c1,1790,1547
O=C(N/N=C\c1cccnc1)c1cc(-c2ccc(Cl)s2)[nH]n1,1656,1531
O=C(N/N=C/c1nn(-c2ccccc2)cc1-c1ccccc1)c1ccncc1,1959,1680
COc1ccc(Cl)cc1N(CC(=O)N/N=C/c1ccc(OC(C)C)cc1)S(=O)(=O)c1ccc(C)c([N+](=O)[O-])c1,1585,1416
Cc1cc(Cl)ccc1NC(=S)N1CCN(Cc2ccccc2)CC1,1999,1532
COc1ccc(NS(=O)(=O)CC(C)C)c(OC)c1,1684,1669
Cc1ccc(OCCn2cnc3cc([N+](=O)[O-])ccc3c2=O)cc1,1928,1654
O=C(O)CN1CCN(c2ncc(C(F)(F)F)cc2Cl)CC1,1593,1489
